# DUSP3 inh: inhibitors of human VHR1 phosphatase (DUSP3); actives 0.52% (n = 290,000); recombinant VHR phosphatase, pNPP absorbance; AID 1654; P51452; inhibition, % at 13.3 µM; in the data active = inhibition above about 50%; note: some compounds called inactive have numbers as strong as hits
# Target sequence (P51452 whole entry, looked up): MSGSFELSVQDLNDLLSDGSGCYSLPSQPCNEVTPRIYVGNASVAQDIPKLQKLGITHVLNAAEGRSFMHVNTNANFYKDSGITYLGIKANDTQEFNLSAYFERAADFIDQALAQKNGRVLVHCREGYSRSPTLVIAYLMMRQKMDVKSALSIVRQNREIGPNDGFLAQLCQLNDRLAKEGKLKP
# BoNT-F LC inh: BoNT F light chain protease inhibition | Multiplex microsphere protease cleavage assay, flow cytometry | inhibition, % at 10 µM | actives 0.22% (n = 360,000); in the data active = inhibition above about 35%, passing the limit was not always enough; inconclusive = no clear call, values can overlap the other calls; note: plate controls were buffer without enzyme for full effect and enzyme alone for no effect
# PrPC surface inh: reduces human prion protein on the cell surface; inhibition, % at 13.8 µM; cell surface PrPC, TR-FRET read-out; P04156; actives 0.43% (n = 370,000); AID 720596; in the data active = inhibition above about 24%; note: 0% = median of the test wells and 100% = reference compound wells
# Rv3671c inh: inhibits the M. tuberculosis serine protease Rv3671c; inhibition, % at 5.96 µM; actives 0.048% (n = 320,000); in the data active = inhibition above about 38%;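 note: extracellular domain of Rv3671c used as enzyme; 0% = enzyme with DMSO and 100% = no enzyme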
# CCHFV vOTU inh: CCHFV vOTU protease inhibition. inhibition, % at 11.5 µM. AID 651958. actives 0.55% (n = 370,000). Pep-AMC fluorescence; in the data active = inhibition above about 30%; note: 0% = vehicle wells with enzyme and 100% = no enzyme wells
# 3CLpro inhibitor: SARS-CoV 3CLpro protease inhibition; P0C6X7; recombinant SARS-CoV 3CLpro, quenched FRET peptide cleavage; inhibition, % at 6 µM; actives 0.14% (n = 290,000); AID 1706; in the data active = inhibition above about 12%
# SSB-PriA inh: inhibitors of Klebsiella pneumoniae PriA binding to SSB C-terminal tail | AlphaScreen SSBct-PriA binding, biotinylated peptide | inhibition, % at 33 µM | actives 0.6% (n = 430,000); in the data active = inhibition mostly above about 37%, no sharp cut-off; inactive = mostly below about 20%;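 note: plate controls were negative control peptide for no effect and reference peptide for full effect; strong numbers were not always called active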
# MazEF act: MazEF (E. coli) toxin RNase activation; AID 504720; P0AE70; actives 0.32% (n = 350,000); activation, % at 20 µM; FAM/BHQ RNA-DNA oligo cleavage fluorescence, 5 h; in the data active = activation above about 50%
# Anthrax LF prot: blocks Bacillus anthracis lethal factor protease | actives 0.12% (n = 360,000) | inhibition, % at 10 µM | P15917 | multiplex microsphere protease cleavage assay, LF; note: plate controls were buffer without enzyme for full effect and enzyme alone for no effect
# Target sequence (P15917 whole entry, looked up): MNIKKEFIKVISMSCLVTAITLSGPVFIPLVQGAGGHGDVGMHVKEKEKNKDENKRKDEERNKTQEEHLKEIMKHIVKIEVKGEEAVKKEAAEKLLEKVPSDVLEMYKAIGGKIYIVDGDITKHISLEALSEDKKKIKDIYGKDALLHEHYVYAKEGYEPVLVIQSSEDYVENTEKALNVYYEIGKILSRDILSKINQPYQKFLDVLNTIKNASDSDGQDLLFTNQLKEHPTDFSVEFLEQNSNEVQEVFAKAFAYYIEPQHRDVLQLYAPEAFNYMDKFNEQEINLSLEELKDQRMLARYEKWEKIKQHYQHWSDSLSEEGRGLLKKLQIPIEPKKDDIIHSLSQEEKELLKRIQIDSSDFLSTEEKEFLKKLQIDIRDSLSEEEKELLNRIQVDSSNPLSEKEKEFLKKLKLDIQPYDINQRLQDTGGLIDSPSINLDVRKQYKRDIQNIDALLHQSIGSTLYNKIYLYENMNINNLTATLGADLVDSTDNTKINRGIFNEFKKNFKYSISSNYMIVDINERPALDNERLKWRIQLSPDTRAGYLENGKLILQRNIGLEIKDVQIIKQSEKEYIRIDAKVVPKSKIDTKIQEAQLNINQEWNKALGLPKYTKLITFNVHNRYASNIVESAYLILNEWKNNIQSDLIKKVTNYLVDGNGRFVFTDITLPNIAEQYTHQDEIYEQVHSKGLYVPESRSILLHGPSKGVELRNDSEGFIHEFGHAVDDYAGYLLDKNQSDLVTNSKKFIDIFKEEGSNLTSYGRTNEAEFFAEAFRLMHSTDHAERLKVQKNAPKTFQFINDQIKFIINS
# BoNT A protease: BoNT A light chain protease inhibition | multiplex microsphere protease substrate cleavage, flow cytometry | inhibition, % at 10 µM | actives 0.17% (n = 360,000) | AID 588499; note: plate controls were buffer without enzyme for full effect and enzyme alone for no effect
# * = called active by the depositor; u = inconclusive; x = no result given. Cut-off read from the data, not from the text of the source, unless noted: active = inhibition above about 30%; inconclusive = no clear call, values can overlap the other calls; inactive = below that.
SMILES,DUSP3 inh,BoNT-F LC inh,PrPC surface inh,Rv3671c inh,CCHFV vOTU inh,3CLpro inhibitor,SSB-PriA inh,MazEF act,Anthrax LF prot,BoNT A protease
CN1C(=O)C(C)(C)c2cc(S(=O)(=O)N3CCN(c4ccccc4)CC3)ccc21,2,-4,-5,-2,2,-3,1,-1,-8,-0.3
COc1ccc(C(C(=O)NC2CCCC2)N(C(=O)c2csnn2)C2CCCC2)cc1 (centres undefined),16,7,-1,0,9,-1,4,-6,-7,1.0
COc1c(C(=O)NC(=S)Nc2nnn(C)n2)cc2ccccc2c1Br,34,11,1,2,11,-3,x,-6,-5,0.9
CCOc1cc(NC(=S)NC)c(OCC)cc1NC(=O)c1ccc(OC)cc1,-13,-1,0,11,-5,-1,15,8,6,0.0
COc1ccc(CN(Cc2ccc(OC)cc2)C(=O)c2cccs2)cc1,-23,-8,5,-1,-3,-3,-13,2,2,-0.4
COc1ccc(NC2CC(=O)N(c3ccccc3)C2=O)cc1 (centres undefined),11,13,3,-2,22,2,-13,0,2,0.6
CCOC(=O)C1CCN(S(=O)(=O)c2cc3c(cc2C)NC(=O)CO3)CC1,9,7,-1,12,1,-5,-7,13,4,-0.4
Cc1cc(=O)oc(C)c1C(=O)NCCCN1CCN(c2ccccc2F)CC1,-1,-4,-2,-7,6,3,6,-1,-2,0.1
CC1(c2ccccc2)NC(=O)N(CC(=O)Nc2ccccc2C(=O)NC2CC2)C1=O (centres undefined),16,6,-3,1,-7,-3,-2,-5,1,1.1
OCC[C@@H]1C[C@@H](O)[C@H](O)[C@@]2(OCc3ccccc32)O1,21,-4,2,-2,8,2,-20,2,-1,-0.3
CN1CCC(N(C)C(=O)/C(C#N)=C/c2ccc(OC(F)F)cc2)CC1,-1,2,-3,x,4,1,-19,-60,1,0.1
COc1cc2c3nnc(-c4ccccc4)c-3cn(Cc3ccccc3F)c2cc1OC,16,x,4,0,-84,-8,10,734*,x,x
O=C(CNC(=O)c1ccccc1)NCC(=O)OCC(=O)c1ccccc1Cl,21,4,8,x,-4,-3,-4,0,5,3.1
Oc1ccccc1NCC(O)Cn1ccc2ccccc21 (centres undefined),36,-3,-5,7,7,-5,59*,1,0,u
O=C(CNC(=O)c1ccco1)OCC(=O)c1ccc(Cl)cc1,0,2,0,7,4,-4,-9,8,1,0.5
CCCN1Cc2cccc(C(=O)Nc3ccc(CC)cc3)c2C1=O,29,6,8,-12,-2,4,-19,-6,-10,2.7
CCCc1nnc(NC(=O)CS(=O)(=O)c2ccccc2)s1,12,-8,2,4,10,-2,-8,14,-5,-1.5
Cc1noc(C)c1S(=O)(=O)N(C)C[C@H]1Oc2c(cccc2N(C)C)C(=O)N([C@H](C)CO)C[C@@H]1C,x,0,9,3,16,x,-21,5,2,-0.3
CCCCN(C)C(=O)c1sc(=O)n(Cc2ccccc2C#N)c1C,x,-7,1,x,-4,x,x,x,-4,0.3
COCCNC(=O)CN(C(=O)c1ccc(N2CCCC2)nc1)c1ccc(Cl)cc1,5,u,-3,13,-2,6,-14,-10,-6,5.4
COc1ccccc1-c1c(C)nn2c(N3CCC4(CC3)OCCO4)cc(C)nc12,-17,5,-2,0,8,-3,-11,-4,0,0.3
Cn1c(C(=O)NCc2cccnc2)cc2sc(Cl)cc21,11,3,x,-12,x,10,-9,1,2,0.9
Cc1ccccc1CN1C(=O)c2ccccc2S(=O)c2ccc(C(=O)NCCCN3CCOCC3)cc21 (centres undefined),9,1,-3,-3,3,-2,-5,-1,0,2.0
COc1ccccc1Cn1c(C)c(C(=O)NCc2cccc(C)c2)sc1=O,x,-2,-4,x,6,x,x,x,-6,-0.3
CCOC(=O)CN1C(c2ccc(O)cc2)Nc2ccc(Br)cc2C1c1ccccc1 (centres undefined),-18,-20,-8,-1,0,3,14,4,-2,-1.0
Cc1occc1C(=O)NNC(=O)c1ccc(Br)o1,20,-9,-6,7,5,0,-7,1,4,-0.3
NC(=O)Cn1c(=O)oc2ccccc21,-13,-1,-3,1,-1,3,3,-3,-2,u
Cc1ccccc1NC(=O)C(Cc1ccccc1)n1cccc1 (centres undefined),8,-1,13,8,-2,-2,-3,-6,-5,0.1
N#Cc1ccc(NC(=S)NC(=O)CCc2ccc(S(=O)(=O)N3CCOCC3)cc2)cc1,22,-3,-11,0,4,2,-2,13,-1,1.1
O=C(CCCNS(=O)(=O)c1cccs1)N1CCN(c2cccc(Cl)c2)CC1,-10,-7,3,-12,-2,-1,-8,1,4,0.6

# Looked up above:
# In PrPC surface inh, CCCN1Cc2cccc(C(=O)Nc3ccc(CC)cc3)c2C1=O has the entry 8
# In MazEF act, COc1ccc(NC2CC(=O)N(c3ccccc3)C2=O)cc1 (centres undefined) has the entry 0
# In BoNT-F LC inh, NC(=O)Cn1c(=O)oc2ccccc21 has the entry -1

# Remaining list, next part
SMILES,DUSP3 inh,BoNT-F LC inh,PrPC surface inh,Rv3671c inh,CCHFV vOTU inh,3CLpro inhibitor,SSB-PriA inh,MazEF act,Anthrax LF prot,BoNT A protease
CCCC(C)NC(=S)NC(=O)c1cc(S(=O)(=O)N2CCOCC2)ccc1C (centres undefined),-4,-4,9,5,-9,2,4,-2,-1,-0.3
NC(=O)c1cc(C(=O)c2cccc(Cl)c2Cl)c[nH]1,13,-1,-1,2,-1,2,-9,10,-6,-0.9
CC12CCC(O)CC1CCC1C2CCC2(C)C(C3=CC(=O)OC3)CCC12O (centres undefined),x,5,-3,x,-12,x,-7,7,2,-0.7
COc1ccc(Nc2nccc(-c3cccc(N)c3)n2)cc1,-3,-28,-11,5,21,6,0,0,0,-2.6
CCCC(=O)N(c1ccc2oc(=O)sc2c1)S(=O)(=O)c1cccs1,25,2,4,7,-9,5,-3,2,1,0.1
COc1ccc(-c2csc3ncnc(N4CCN(S(=O)(=O)c5cccs5)CC4)c23)cc1,x,12,2,-15,-3,x,12,-25,-1,1.8
Cc1cccn2c(=O)c3cc(C(=O)N4COCC4(C)C)n(C)c3nc12,28,18,-8,6,-19,5,-8,2,0,-1.0
COc1cccc(-c2onc3ccc(C(C)=O)cc23)c1,-2,10,1,-9,-4,0,1,8,-14,2.1
NC(=O)c1oc2ccccc2c1NC(=O)CN1CCCCC1,-4,-2,2,7,-2,6,-11,9,1,0.1
O=C(c1ccncc1)N(Cc1ccccc1)Cc1nc2ccccc2c(=O)[nH]1,3,-12,1,-5,0,4,10,-10,2,0.5
CCCCCCC(=O)N1C/C=C\C(c2ccc(OC)cc2)N(Cc2ccc(F)cc2)C(=O)[C@H]1Cc1ccccc1 (some centres undefined),11,x,5,-15,24,x,-2,-7,x,x
O=C(CCNC(=O)c1ccco1)Nc1ccc(C(F)(F)F)cc1,7,-10,4,2,2,3,3,-2,3,2.9
CC(C)C(=O)N1CC(=O)Nc2ccc(F)cc2C1c1ccc(F)cc1 (centres undefined),20,13,1,-6,5,-1,2,5,-3,2.2
COC(=O)Nc1nn(Cc2ccccc2F)cc1Br,17,2,3,2,1,2,9,7,1,u
NC(=O)C1CCN(C(=O)CCc2nc3ccccc3c(=O)[nH]2)CC1,30,-6,3,-3,2,3,-10,-4,0,-0.1
C=CCOc1ccc(/C=C/C(=O)OCC(=O)N2CCCc3ccccc32)cc1,x,u,-7,-5,-8,x,4,-7,-7,-4.5
O=C(OCN1C(=O)c2ccccc2C1=O)c1ccco1,1,-5,-6,-6,10,-4,-29,3,6,-0.4
CS(=O)(=O)Nc1ccc2c(c1)OCC(=O)N2Cc1ccccc1,14,-5,2,-2,3,-6,1,-7,5,-1.1
O=[N+]([O-])c1ccc(Nc2nc(NCCO)nc(N3CCCC3)n2)cc1,26,-3,-14,5,2,5,2,2,-5,0.4
Cc1c(NC(=O)NCCN2C(=O)C3C4C=CC(C4)C3C2=O)c(=O)n(-c2ccccc2)n1C (centres undefined),-4,-11,2,-2,-5,-3,-8,6,-8,-1.7
CC1(C(=O)Nc2cccc(C(F)(F)F)c2)Cc2c(-c3cccc(C(F)(F)F)c3)ccnc2O1 (centres undefined),x,-6,2,x,22,x,x,x,-2,0.1
COC(=O)CC1SC(=O)NC1=Nc1ccccc1 (centres undefined),27,0,1,-2,-1,-1,-9,-1,1,0.6
COCCNC(=O)C1(C)CCCN(C(=O)c2ccc(F)cc2Cl)C1 (centres undefined),x,4,-2,x,-1,x,x,x,-4,-0.3
CN(C)CCN(C(=O)c1ccc(N2C(=O)CCC2=O)cc1)c1nc2cc3c(cc2s1)OCCO3,6,x,-9,9,5,-2,x,x,x,x
O=C(CCNC(=O)c1ccc(Br)o1)NCc1ccccn1,-10,-5,-1,-1,-6,2,-11,14,-4,-4.6
O=C(CCC(=O)N1CCN(S(=O)(=O)c2ccc3ccccc3c2)CC1)NCC(F)(F)F,17,-11,5,7,-10,-1,5,-16,-6,-2.7
COC(=O)c1ccc(N2C(c3cc(OC)cc(OC)c3)=Cc3ccc(OC)cc3C2CC(=O)c2ccco2)cc1 (centres undefined),x,-1,-8,x,9,x,x,x,-3,3.5
O=C(CNC(=O)c1ccc(Cl)cc1Cl)OCC(=O)N1CCCC1,x,7,1,-8,-10,x,-9,3,4,2.9
O=C(CSc1nc2ccccc2c(=O)n1CC1CCCO1)NCCc1ccccc1 (centres undefined),21,-3,-6,0,-4,4,-6,-1,6,3.2
Cc1ncnc(N)c1CCCNc1ccccc1,x,-3,-1,x,-1,x,6,6,-7,-0.8

# Grouped by structure: those above with fluorine.
SMILES,DUSP3 inh,BoNT-F LC inh,PrPC surface inh,Rv3671c inh,CCHFV vOTU inh,3CLpro inhibitor,SSB-PriA inh,MazEF act,Anthrax LF prot,BoNT A protease
Cc1cc(=O)oc(C)c1C(=O)NCCCN1CCN(c2ccccc2F)CC1,-1,-4,-2,-7,6,3,6,-1,-2,0.1
CN1CCC(N(C)C(=O)/C(C#N)=C/c2ccc(OC(F)F)cc2)CC1,-1,2,-3,x,4,1,-19,-60,1,0.1
COc1cc2c3nnc(-c4ccccc4)c-3cn(Cc3ccccc3F)c2cc1OC,16,x,4,0,-84,-8,10,734*,x,x
CCCCCCC(=O)N1C/C=C\C(c2ccc(OC)cc2)N(Cc2ccc(F)cc2)C(=O)[C@H]1Cc1ccccc1 (some centres undefined),11,x,5,-15,24,x,-2,-7,x,x
O=C(CCNC(=O)c1ccco1)Nc1ccc(C(F)(F)F)cc1,7,-10,4,2,2,3,3,-2,3,2.9
CC(C)C(=O)N1CC(=O)Nc2ccc(F)cc2C1c1ccc(F)cc1 (centres undefined),20,13,1,-6,5,-1,2,5,-3,2.2
COC(=O)Nc1nn(Cc2ccccc2F)cc1Br,17,2,3,2,1,2,9,7,1,u
CC1(C(=O)Nc2cccc(C(F)(F)F)c2)Cc2c(-c3cccc(C(F)(F)F)c3)ccnc2O1 (centres undefined),x,-6,2,x,22,x,x,x,-2,0.1
COCCNC(=O)C1(C)CCCN(C(=O)c2ccc(F)cc2Cl)C1 (centres undefined),x,4,-2,x,-1,x,x,x,-4,-0.3
O=C(CCC(=O)N1CCN(S(=O)(=O)c2ccc3ccccc3c2)CC1)NCC(F)(F)F,17,-11,5,7,-10,-1,5,-16,-6,-2.7

# Compound activity as filed in PubChem.

# Some of the compounds tested, so the mix of outcomes need not match the whole.
